Assay outcomes as filed in PubChem.
Platelet DG rel – platelet dense granule release activity; AID 1663; human platelet-rich plasma, SFLLRN dense granule ATP release, luminescence; inhibition, %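 (compounds screened at 7.5 µM in platelet-rich plasma)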; 0.22% of 300,000 active;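 active means mean replicate score, as percent of positive control, at or above 50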
hERG protect – shields human hERG channel from block by proarrhythmic agents. Q12809. CHO-hERG, FluxOR thallium flux, dofetilide IC70 present. activation (rescue from dofetilide block), less the hit threshold, % at 10 µM. 0.51% of 310,000 active;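 active means activation above the mean of controls blocked by dofetilide plus 5 SD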;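 further: thallium influx through hERG after potassium depolarization seen as dye fluorescence rise; in these data hits start at about 4.7%; inactives centre near -7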
TRPC4 PAM – TRPC4 (mouse) allosteric potentiation; Q9QUQ5; HEK293 TRPC4beta/mu-opioid, DAMGO EC20, Fluo-4 Ca2+ flux; hits give high values; B-score at 10 µM; 0.42% of 310,000 active; AID 2227;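 active means B-score of calcium response area above 5 SD of library B-scores, with initial fluorescence ratio within 5 SD of library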;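 further: B-score of integrated fluorescence ratio over time as area under calcium response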
TRPC4 act – TRPC4 (mouse) channel activation; Q9QUQ5; HEK293 TRPC4beta/mu-opioid, Fluo4 calcium fluorescence; hits give high values; B-score at 10 µM; 0.49% of 310,000 active;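 active means B-score above 5 SD of library B-scores, and initial fluorescence ratio not above library mean plus 5 SD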;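 further: positive B-score marks a calcium rise read as TRPC4 activation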
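system = HEK293 cells stably co-expressing mouse TRPC4beta and mu-opioid receptor | schedule = Fluo4 dye loading 45 min at room temperature, 110 s recording | measure = B-scored integrated calcium fluorescence ratio | signal = Fluo4 calcium-sensitive dye fluorescence, kinetic, 1 Hz baseline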
KCNK3 block – human KCNK3 channel inhibition, primary screen; CHO-KCNK3 thallium flux, FluxOR fluorescence; hits give low values; B-score at 10 µM; 0.84% of 340,000 active;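 active means B-score under library mean minus 4 SD, starting fluorescence ratio at most library mean plus 5 SD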;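 further: more negative B-score means stronger inhibition of thallium flux through KCNK3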
Target sequence (O14649 whole entry, looked up): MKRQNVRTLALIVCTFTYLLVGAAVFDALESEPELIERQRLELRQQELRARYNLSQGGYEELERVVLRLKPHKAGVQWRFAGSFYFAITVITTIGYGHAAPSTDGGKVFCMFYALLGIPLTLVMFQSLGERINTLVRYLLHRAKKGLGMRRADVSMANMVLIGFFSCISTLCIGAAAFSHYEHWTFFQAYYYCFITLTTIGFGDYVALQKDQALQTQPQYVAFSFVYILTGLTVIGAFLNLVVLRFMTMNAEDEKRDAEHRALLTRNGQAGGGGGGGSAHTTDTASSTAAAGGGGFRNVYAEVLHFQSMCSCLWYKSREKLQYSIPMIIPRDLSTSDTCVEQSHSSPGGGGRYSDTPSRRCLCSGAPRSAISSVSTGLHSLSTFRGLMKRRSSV
PolyA inhibitor – inhibitors of polyadenylation in S. cerevisiae; S. cerevisiae SKY197-pL101 polyadenylation reporter, beta-gal luminescence; efflux-impaired pdr1/pdr3 knockout yeast; score 100 = 6 SD above DMSO; calls only at 12 µM; 0.02% of 300,000 active; AID 1875;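 active means lowest replicate activity score at least 50, where 100 means six control SD above control mean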;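 further: yeast exposed to compound for 9 h at 30 °C; higher score means more reporter readthrough which indicates perturbed polyadenylation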
TRPC4 inh – blocks the mouse TRPC4 cation channel. B-score at 10 µM. AID 2247. Q9QUQ5. 0.39% of 300,000 active. HEK293 TRPC4beta/mu-opioid, DAMGO-evoked Fluo4 calcium flux; hits give low values;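 active means B-score over 3 SD under the library average, no early fluorescence shift, positive overall ratio signal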
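Signal: kinetic Fluo4 fluorescence imaging of calcium influx. Material: stable TRPC4beta/mu-opioid receptor HEK293 cells. Probe or stimulus: DAMGO in two steps, submaximal then maximal.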
KCNQ1 inh – blocks the human KCNQ1 potassium channel | CHO-K1 KCNQ1, FluxOR thallium flux fluorescence; hits give high values | B-score at 10 µM | 1.3% of 310,000 active | AID 2642;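 active means compounds whose thallium flux B-score, printed positive for inhibition, exceeds three library SD while starting fluorescence stays within three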;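 further: channel opened by potassium depolarization with thallium stimulus after 20 min compound exposure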
Target sequence (P51787 whole entry, looked up): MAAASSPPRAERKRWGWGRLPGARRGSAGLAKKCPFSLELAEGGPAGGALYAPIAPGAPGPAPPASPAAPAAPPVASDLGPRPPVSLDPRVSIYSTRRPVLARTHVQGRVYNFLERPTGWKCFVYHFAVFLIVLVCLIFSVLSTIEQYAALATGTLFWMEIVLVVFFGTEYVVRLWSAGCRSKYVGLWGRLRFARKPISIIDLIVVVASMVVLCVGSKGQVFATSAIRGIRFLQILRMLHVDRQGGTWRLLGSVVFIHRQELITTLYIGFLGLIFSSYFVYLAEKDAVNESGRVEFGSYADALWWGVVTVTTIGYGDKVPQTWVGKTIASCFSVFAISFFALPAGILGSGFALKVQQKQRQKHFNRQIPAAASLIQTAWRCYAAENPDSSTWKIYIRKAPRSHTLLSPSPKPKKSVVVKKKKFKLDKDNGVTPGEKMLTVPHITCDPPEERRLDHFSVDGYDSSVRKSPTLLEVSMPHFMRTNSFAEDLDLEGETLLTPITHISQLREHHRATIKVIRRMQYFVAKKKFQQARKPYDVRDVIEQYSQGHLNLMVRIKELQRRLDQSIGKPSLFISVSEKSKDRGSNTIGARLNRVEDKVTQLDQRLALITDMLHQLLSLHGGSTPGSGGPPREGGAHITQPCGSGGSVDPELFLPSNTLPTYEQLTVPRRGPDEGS
KCNK9 inh – inhibitors of human KCNK9 two-pore domain potassium channel; B-score at 10 µM; Q9NPC2; 1.2% of 310,000 active; HEK293 KCNK9, FluxOR thallium flux fluorescence; hits give low values;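 active means ratio B-score over 3 SD below the library mean, with starting fluorescence within 5 SD of its mean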;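 further: negative B-score means less thallium flux so channel inhibition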
KCNQ1 act – potentiates or activates the human KCNQ1 potassium channel; P51787; CHO-K1 KCNQ1, thallium flux FluxOR fluorescence; hits give high values; B-score at 10 µM; 0.35% of 310,000 active; AID 2648;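 active means fluorescence ratio B-score, a plate-corrected score, at least three library SD, with initial intensity B-score within 5 SD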
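Schedule – 37 °C overnight plating, 90-min dark dye load, 20-min compound pretreatment · System – stable KCNQ1 CHO-K1 line · Probe or stimulus – thallium- and potassium-containing depolarizing buffer · Measured by – kinetic FluxOR fluorescence, 10 s baseline plus 110 s post-stimulus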
Dyrk1A ADPGlo – blocks rat Dyrk1A kinase activity | inhibition, % at 12.5 µM | AID 504441 | ADP-Glo luminescence, NFATc1 peptide | Q63470 | 0.43% of 310,000 active; in the data active means inhibition above about 50%;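 further: plate controls were vehicle with enzyme for no effect and no enzyme for full effect; many of its hits are not listed in these tables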
The depositor's hits bear a star; i = inactive; . = not tested or not shown.

SMILES	Platelet DG rel	hERG protect	TRPC4 PAM	TRPC4 act	KCNK3 block	PolyA inhibitor	TRPC4 inh	KCNQ1 inh	KCNK9 inh	KCNQ1 act	Dyrk1A ADPGlo
COc1ccccc1NC(=O)c1cc(-c2cc(OC)c(OC)c(OC)c2)nc2ccccc12	-4.5	-7.4	i	i	i	i	i	i	i	i	4.4
Cc1cc(=O)n2c(nc3ccccc32)[nH]1	-5.0	-10.6	i	i	i	i	i	i	i	i	39.5
C/C=C/c1ccc(OCCCCOc2c(OC)cccc2OC)c(OC)c1	24.5	-1.9	i	i	i	i	i	i	i	i	-1.2
O=c1nc(NCc2ccccc2Cl)cn[nH]1	4.5	-3.0	i	i	i	i	i	i	i	i	10.1
CCN1CCN(C(c2ccccc2)c2nnnn2Cc2ccccc2)CC1 (configuration not stated)	5.6	0.5	i	i	i	i	i	i	i	i	0.3
CC(=O)N1CCN(c2ccc(NCc3cccc4ccccc34)cc2)CC1	-0.5	-2.7	i	i	i	i	i	i	i	i	.
Brc1ccc2c(c1)C(C1=NCCN1)c1ccccc1CS2 (configuration not stated)	6.5	-10.3	i	i	i	i	i	i	i	i	-0.1
Cc1c(Cc2ccccc2)c(=O)oc2cc(OCC(=O)NC(Cc3ccc(Cl)cc3)C(=O)O)ccc12 (configuration not stated)	7.5	-11.4	i	i	i	i	i	i	-7.31*	i	-1.3
COc1ccc(OC)c2sc(NC(=O)c3cccc(N4C(=O)CCC4=O)c3)nc12	-3.7	-7.6	i	i	i	i	i	i	i	i	2.5
CN(CC(=O)NC1CCCCCC1)S(=O)(=O)c1ccc(Br)cc1	-26.2	-4.0	i	i	i	i	i	i	i	i	8.6
CCOC(=O)c1cccc(N2C(=O)C3C(C(=O)NC4CC4)C4(C)C=CC3(O4)C2C(=O)NC(C)(C)C)c1 (configuration not stated)	1.9	-13.8	i	i	i	i	i	i	i	i	-0.3
COc1ccc(C(=O)Nc2nc(-c3cccs3)c(NC(C)=O)s2)cc1	1.2	-1.7	i	i	i	i	i	i	i	i	5.1
CCOC(=O)c1c(C)[nH]c(C(=O)CSc2nnnn2-c2ccc(C)cc2)c1C	2.7	-4.9	i	i	i	i	i	i	i	i	0.1
COC(=O)c1ccc(COc2ccc(CNCc3ccc(Cl)cc3)cc2)cc1	-1.3	-9.3	i	i	i	i	i	i	i	i	-1.4
C=CCN(c1ccccc1C(=O)NCC(=O)OCC)S(=O)(=O)c1ccc(C)cc1	-25.2	-9.8	i	i	i	i	i	i	i	i	-5.7
CCCC(C)C(=O)Nc1cccc(NC(C)=O)c1 (configuration not stated)	-0.3	-21.5	i	i	i	i	i	i	i	i	-3.2
Cc1ccc(NC(=O)N2CCCC2C(=O)NCc2ccccc2Cl)cc1 (configuration not stated)	8.8	-2.9	i	i	i	i	i	i	i	i	.
Cc1ccc(C(=O)N2CCC(n3nccc3NC(=O)c3ccccc3C)CC2)cn1	0.3	-7.7	i	i	i	i	i	i	i	i	-6.8
COc1cccc(C2CNC3(CCCC(C)C3)c3[nH]c4ccccc4c32)c1OC (configuration not stated)	4.2	-5.2	i	i	i	i	i	i	i	i	5.7
CCCNC(=S)Nc1cc2oc3ccccc3c2cc1OC	-13.9	-5.3	i	i	i	i	i	i	i	i	1.9
CCn1c(N2CCC(C)CC2)nc2c1c(=O)n(C)c(=O)n2C	2.3	-7.3	i	i	i	i	i	i	i	i	-6.9
CC(C)NC(=S)N/N=C/c1cc(Br)ccc1O	9.4	-21.4	i	i	i	i	i	i	i	i	23.2
O=C(CCc1ccccc1)NNC(=O)C12CC3CC(CC(C3)C1)C2	-1.9	-2.6	i	i	i	i	i	i	i	i	3.5
COc1cccc(-n2c(COc3ccccc3C)nnc2SCC(=O)O)c1	2.4	-12.6	i	i	i	i	i	i	i	i	-6.5
O=C(Nc1nc(-c2ccco2)c(-c2ccco2)s1)C1CC(=O)N(c2ccc3c(c2)OCCO3)C1 (configuration not stated)	1.0	-3.8	i	i	i	i	i	i	i	i	4.4
C=CCNc1nc(N)c([N+](=O)[O-])c(Nc2ccccc2OC)n1	-15.2	-2.3	i	i	i	i	i	i	i	i	14.7
CCNC(=O)C(C)Oc1ccc(Cl)cc1Cl (configuration not stated)	3.0	-8.0	i	i	i	i	i	i	i	i	.
CC(C)c1ccccc1NC(=O)COc1ccc(C(=O)NCCc2ccccc2)cc1	-1.6	-5.4	i	i	i	i	i	i	i	i	-5.2
NS(=O)(=O)c1ccc(-c2ccc(/C=C3\SC(=O)NC3=O)o2)cc1	-1.7	-8.1	i	i	i	i	i	i	i	i	87.9*
COc1ccc(-c2nc(CS(=O)CC(=O)NCc3ccc(F)cc3)c(C)o2)cc1 (configuration not stated)	-2.1	-3.2	i	i	i	i	i	i	i	i	0.0
O=C(O)c1ccc(CNS(=O)(=O)c2ccc3ccccc3c2)cc1	-6.8	-3.5	i	i	i	i	i	i	i	i	5.7
Cc1ccc(NC(=O)CO/N=C/c2ccccc2C)c(C)c1	-13.7	-10.7	i	i	i	i	i	i	i	i	-1.3
CC(=O)NC(Cc1c[nH]c2ccccc12)C(=O)N1CCc2ccccc2C1 (configuration not stated)	-3.2	-7.3	i	i	i	i	i	i	i	i	2.4
Fc1ccc(Nc2ccc(-c3ccc(F)cc3)nn2)cc1	-0.5	0.3	i	i	i	i	i	i	i	i	0.8
Cc1cc(C)cc(Oc2nn[nH]n2)c1	3.8	-8.6	i	i	i	i	i	i	i	i	4.7
CCN(CC)C(=O)COc1coc(CN2CCN(c3ccccc3F)CC2)cc1=O	-0.7	-3.2	i	i	i	i	i	i	i	i	.
CC(=O)c1nn(-c2ccc(C(F)(F)F)cc2)c(=O)[nH]c1=O	-1.3	-0.2	i	i	i	i	i	i	i	i	0.8
CCOc1ncccc1C(=O)NNC(=O)c1cccc(S(=O)(=O)Nc2ccc(OC)cc2)c1	-1.4	-7.1	i	i	i	i	i	i	i	i	-2.5
CCN(C(=O)CSc1nc(N)cc(=O)[nH]1)c1c(N)n(Cc2ccccc2)c(=O)[nH]c1=O	-0.5	-14.1	i	i	i	i	i	i	i	i	-4.5
Cc1occc1-c1n[nH]c(=S)n1-c1ccccc1	20.1	-12.0	i	i	i	i	i	i	i	i	-4.5

Marked active in Dyrk1A ADPGlo, of those listed so far:
molecule | Platelet DG rel | TRPC4 PAM | TRPC4 act | KCNK3 block | PolyA inhibitor | TRPC4 inh | KCNQ1 inh | KCNK9 inh | KCNQ1 act | Dyrk1A ADPGlo
NS(=O)(=O)c1ccc(-c2ccc(/C=C3\SC(=O)NC3=O)o2)cc1 | -1.7 | i | i | i | i | i | i | i | i | 87.9*

The listing continues.
SMILES	Platelet DG rel	hERG protect	TRPC4 PAM	TRPC4 act	KCNK3 block	PolyA inhibitor	TRPC4 inh	KCNQ1 inh	KCNK9 inh	KCNQ1 act	Dyrk1A ADPGlo
CCOc1ccc(NC(=O)CN2CCN(CC(=O)Nc3ccc(OC)cc3OC)CC2)cc1	-27.6	-0.5	i	i	i	i	i	i	i	i	-1.9
CCN(CC(O)COc1ccc(OCC(O)CN(CC)C2CCCCC2)cc1)C1CCCCC1 (configuration not stated)	4.2	-4.6	i	i	i	i	i	i	i	i	-3.2
Cn1c(=O)[nH]c(=O)c2c1nc(N1CCNCC1)n2Cc1ccccc1	-2.7	-2.4	i	i	i	i	i	i	i	i	-3.0
O=c1[nH]c(C2CCN(S(=O)(=O)c3ccccc3)CC2)nc2c1nnn2Cc1ccccc1	-4.9	-15.1	i	i	i	i	i	i	i	i	-4.5
CCn1ccc(C(=O)Oc2ccc(Cl)cc2)n1	5.3	-3.5	i	i	i	i	i	i	i	i	-11.2
Cc1ccc2c(C)c(C(=O)N3CCCC(C(N)=O)C3)oc2c1C (configuration not stated)	-2.2	-8.8	i	i	i	i	i	i	i	i	-2.2
COc1ccc(C(=O)N(Cc2ccco2)Cc2cccs2)c(O)c1	0.6	-17.8	i	i	i	i	i	i	i	i	0.1
O=C(NC(c1ccccc1)c1cc(Cl)c2cccnc2c1O)c1cccnc1 (configuration not stated)	4.4	-14.0	i	i	.	i	i	i	i	i	.
O=C(COC(=O)c1ccccc1NS(=O)(=O)c1ccc(Cl)cc1)NCc1ccccc1	-6.9	-10.7	i	i	i	i	i	i	i	i	-0.6
O=C(Nc1cccc(Cl)c1)c1cccc(N2C(=O)C3CC=CCC3C2=O)c1 (configuration not stated)	-7.2	-0.6	i	i	i	i	i	i	i	i	-4.2
Oc1ccc(NCc2cccc(OCc3ccc(F)cc3)c2)cc1	-10.2	-22.8	i	i	i	i	i	i	i	i	0.9
COc1ccc(Nc2nc(N)nc(CSc3nnc(N)s3)n2)cc1	2.3	-5.7	i	i	i	i	i	i	i	i	-1.4
CN(Cc1ccco1)C(=O)C1CCC(=O)N(CCc2cccc(F)c2)C1 (configuration not stated)	-23.8	-11.2	i	i	i	i	i	i	i	i	5.7
Cn1nc(OC(=O)Nc2ccccc2)cc1C(F)(F)F	-0.2	-5.0	i	i	.	i	i	i	i	i	.
CN(C(=S)NC(=O)/C=C/c1ccc(F)cc1)C1CCCCC1	9.7	-0.3	i	i	i	i	i	i	i	i	-2.9
Nc1ncc(Br)cc1S(=O)(=O)NCCC(=O)N1CCN(c2ccccn2)CC1	7.5	-10.8	i	i	i	i	i	i	i	i	-14.7
COc1cccc(/C=C2\SC(=S)N(C(C(=O)O)c3ccccc3)C2=O)c1OC (configuration not stated)	-1.7	-6.8	i	i	i	i	i	i	i	i	-11.6
CCc1noc(C)c1C(=O)Nc1ccc(C(F)(F)F)cc1	7.5	-4.1	i	i	i	i	i	i	i	i	-9.0
CSc1ccccc1NC(=O)Cn1c([N+](=O)[O-])cnc1C	1.3	-2.7	i	i	i	i	i	i	i	i	-2.1
CC(C)C[C@H](NC(=O)[C@@H]1O[C@H]1C(=O)O)C(=O)NCCCCN=C(N)N	0.5	-5.1	i	i	i	i	i	i	i	i	6.3
CCOC(=O)CSc1nc(N)nc(C)c1Cl	-2.6	-9.4	i	i	i	i	i	i	i	i	-1.0
Cc1nc2sc(C(c3cccc(F)c3)N3CCCC(C)C3)c(O)n2n1 (configuration not stated)	.	-5.7	i	i	i	i	i	i	i	i	-1.4

This is a subset; the hit share may differ from the screen's.
